PAFAH1B3 FP inh = inhibitors of human PAFAH1B3; Q15102; recombinant PAFAH1B3, FP-rhodamine probe, fluorescence polarization; inhibition, % at 3.39 µM; hit rate 0.28% among 340,000; AID 492972;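 active means inhibition above the screen-wide average of all tested compounds plus 3 SD, cut at about 25% in these data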;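 further: 0% = enzyme with DMSO only and 100% = wells lacking PAFAH1B3 protein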
Target sequence (Q15102 whole entry, looked up): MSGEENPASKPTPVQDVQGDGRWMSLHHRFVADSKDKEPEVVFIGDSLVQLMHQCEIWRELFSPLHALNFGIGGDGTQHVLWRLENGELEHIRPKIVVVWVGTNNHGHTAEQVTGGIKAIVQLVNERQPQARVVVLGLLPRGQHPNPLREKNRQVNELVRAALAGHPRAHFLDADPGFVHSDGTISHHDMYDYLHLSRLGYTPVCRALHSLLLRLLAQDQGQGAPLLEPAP
GSTO1 inh = counter-screen for RBBP9 inhibitors: inhibitors of human GSTO1; AID 1974; hit rate 1.1% among 300,000; recombinant GSTO1, activity-based probe fluorescence polarization; inhibition, % at 5.96 µM;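 active means inhibition above the campaign mean inhibition plus 3 SD, cut at about 35% in these data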;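 further: 0% = GSTO1-1 with DMSO and 100% = wells lacking GSTO1-1 enzyme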
Target sequence (P78417 whole entry, looked up): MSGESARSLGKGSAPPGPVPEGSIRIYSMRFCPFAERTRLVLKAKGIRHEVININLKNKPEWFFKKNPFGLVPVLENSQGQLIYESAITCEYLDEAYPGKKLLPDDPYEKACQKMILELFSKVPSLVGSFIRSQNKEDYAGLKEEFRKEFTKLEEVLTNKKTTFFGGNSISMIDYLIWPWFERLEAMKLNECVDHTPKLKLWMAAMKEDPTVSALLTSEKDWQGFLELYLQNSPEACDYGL
PAD4 FP inh = blocks human protein arginine deiminase 4; inhibition, % at 6.36 µM; AID 485272; hit rate 0.41% among 330,000; recombinant PAD4, RCA probe fluorescence polarization; Q9UM07;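 active means percent inhibition above a cutoff equal to the mean of all tested compounds plus 3 SD, cut at about 15% in these data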;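 further: 0% = PAD4 with RCA probe and DMSO and 100% = probe without PAD4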
PME-1 primary = PME-1 (human) inhibition. hit rate 0.53% among 320,000. Q9Y570. recombinant PME-1, FP-Rh probe fluorescence polarization. inhibition, % at 5.9 µM;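 active means inhibition above the campaign mean of all compounds plus 3 SD, cut at about 26% in these data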;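 further: competitive labeling of PME-1 active site by serine hydrolase directed probe; 0% = PME-1 with DMSO and 100% = wells lacking PME-1 enzyme; inhibitors block probe labeling so polarization falls and inhibition rises; many of its hits are not listed in these tables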
Target sequence (Q9Y570 whole entry, looked up): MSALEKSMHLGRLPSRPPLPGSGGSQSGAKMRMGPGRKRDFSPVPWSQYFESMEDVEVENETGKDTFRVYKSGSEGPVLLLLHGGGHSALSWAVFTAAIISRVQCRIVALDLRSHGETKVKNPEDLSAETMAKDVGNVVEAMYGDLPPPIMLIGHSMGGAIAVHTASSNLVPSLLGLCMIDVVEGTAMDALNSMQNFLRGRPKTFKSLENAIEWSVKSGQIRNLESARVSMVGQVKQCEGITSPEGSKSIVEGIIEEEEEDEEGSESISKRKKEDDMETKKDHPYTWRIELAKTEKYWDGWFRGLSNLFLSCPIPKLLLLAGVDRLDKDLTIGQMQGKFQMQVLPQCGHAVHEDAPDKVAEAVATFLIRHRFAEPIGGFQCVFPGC
LYPLA1 counter = LYPLA1 (human) inhibition in PME1 counter-screen | inhibition, % at 5.9 µM | hit rate 0.16% among 320,000 | recombinant LYPLA1, FP-Rh probe fluorescence polarization | AID 2174;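 active means inhibition above the mean of all tested compounds plus 3 SD, set per campaign, cut at about 14% in these data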;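 further: inhibitors block serine hydrolase probe labeling of LYPLA1 so polarization falls; 0% = enzyme with DMSO and 100% = wells lacking LYPLA1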
PAFAH1B2 FP inh = blocks human PAF acetylhydrolase 1b catalytic subunit 2; P68402; recombinant PAFAH1B2, FP-rhodamine activity probe, fluorescence polarization; inhibition, % at 3.39 µM; hit rate 1.2% among 340,000; AID 492953;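 active means inhibition above the mean of all tested compounds plus 3 SD, cut at about 24% in these data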;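 further: 0% = enzyme with DMSO and 100% = wells lacking PAFAH1B2; many of its hits are not listed in these tables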
PAFAH2 inh = inhibitors of human PAFAH2 | Q99487 | recombinant PAFAH2, FP-rhodamine activity probe, fluorescence polarization | inhibition, % at 3.39 µM | hit rate 0.99% among 340,000 | AID 492956;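 active means inhibition above the mean over all tested compounds plus 3 SD, cut at about 30% in these data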;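 further: inhibitors block probe labeling of enzyme so polarization drops; 0% = enzyme with DMSO and 100% = wells lacking PAFAH2 protein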
pPAFAH FP inh = pPAFAH (human) enzyme inhibition; recombinant pPAFAH, FP-rhodamine probe fluorescence polarization; inhibition, % at 3.39 µM; hit rate 1.5% among 330,000;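 active means inhibition above the mean inhibition across the screen plus 3 SD, cut at about 25% in these data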;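 further: inhibitors block binding of the rhodamine activity-based probe so polarization drops; 0% = enzyme with DMSO and 100% = wells lacking pPAFAH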
Fam108B inh = counter-screen for RBBP9 inhibitors: inhibitors of mouse Fam108B | recombinant Fam108B, FP-Rh probe fluorescence polarization | inhibition, % at 9.51 µM | hit rate 0.33% among 300,000;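 active means inhibition above the screen mean inhibition plus 3 SD, computed separately per campaign, cut at about 18% in these data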;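 further: inhibitors lower polarization as less probe binds the enzyme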
* = called active by the depositor; x = no result given.

Screens in order – pPAFAH FP inh, LYPLA1 counter, PAFAH2 inh, PAD4 FP inh, GSTO1 inh, PAFAH1B3 FP inh, Fam108B inh, PME-1 primary, PAFAH1B2 FP inh
Cc1ccc2[nH]c(=O)c(C(c3nnnn3CC3CCCO3)N3CCCc4ccccc43)cc2c1 (stereo not drawn)
    4, -3, 1, -3, 12, 0, 2, -3, 1
CN(C)C(=O)c1ccc(Nc2ncnc3sc4c(c23)CCCCC4)cc1
    1, -2, 0, -5, -4, -2, 6, 6, -2
CCc1ccc2[nH]c(=O)c(CN(CCN3CCOCC3)C(=O)Nc3ccccc3F)cc2c1
    8, -4, 1, -5, 4, 6, 3, 1, 4
COc1cc(/C=N/n2cnc3scc(-c4cccs4)c3c2=O)cc(OC)c1OC
    8, -3, -9, -2, -7, 15, 0, 5, 2
CCn1c(-c2cc(-c3cc(C)ccc3C)nc3ccccc23)n[nH]c1=S
    -2, -1, 6, -3, 2, 7, 2, -1, 4
COc1ccc(N)cc1S(=O)(=O)Nc1ccccc1Cl
    -3, 4, -28, 3, 10, 8, -4, 0, 1
CCOC(=O)Cn1c(CN(Cc2ccccc2)Cc2ccccc2)nc2c1c(=O)[nH]c(=O)n2C
    3, -4, -3, 0, 5, 9, 0, -4, -2
CN(C)c1nc(-c2ccccc2)nc(-c2ccc(Cl)cc2)c1C#N
    3, 0, 1, 0, 2, 1, 0, 0, 5
O=C(Cn1c(C(F)(F)F)nc2ccccc21)NCCN1CCCC1
    -4, -3, -7, -2, 12, 6, -8, -3, 2
Cc1nn(-c2cccc(C(F)(F)F)c2)c(=O)c2noc(C)c12
    3, 3, 5, -5, 3, 5, 7, -5, 0

An excerpt from above in order of formula weight, descending.
Screens in order – pPAFAH FP inh, LYPLA1 counter, PAFAH2 inh, PAD4 FP inh, GSTO1 inh, PAFAH1B3 FP inh, Fam108B inh, PME-1 primary, PAFAH1B2 FP inh
CCOC(=O)Cn1c(CN(Cc2ccccc2)Cc2ccccc2)nc2c1c(=O)[nH]c(=O)n2C
    3, -4, -3, 0, 5, 9, 0, -4, -2
Cc1ccc2[nH]c(=O)c(C(c3nnnn3CC3CCCO3)N3CCCc4ccccc43)cc2c1 (stereo not drawn)
    4, -3, 1, -3, 12, 0, 2, -3, 1
CCc1ccc2[nH]c(=O)c(CN(CCN3CCOCC3)C(=O)Nc3ccccc3F)cc2c1
    8, -4, 1, -5, 4, 6, 3, 1, 4
COc1cc(/C=N/n2cnc3scc(-c4cccs4)c3c2=O)cc(OC)c1OC
    8, -3, -9, -2, -7, 15, 0, 5, 2
CN(C)C(=O)c1ccc(Nc2ncnc3sc4c(c23)CCCCC4)cc1
    1, -2, 0, -5, -4, -2, 6, 6, -2
CCn1c(-c2cc(-c3cc(C)ccc3C)nc3ccccc23)n[nH]c1=S
    -2, -1, 6, -3, 2, 7, 2, -1, 4
O=C(Cn1c(C(F)(F)F)nc2ccccc21)NCCN1CCCC1
    -4, -3, -7, -2, 12, 6, -8, -3, 2
CN(C)c1nc(-c2ccccc2)nc(-c2ccc(Cl)cc2)c1C#N
    3, 0, 1, 0, 2, 1, 0, 0, 5
COc1ccc(N)cc1S(=O)(=O)Nc1ccccc1Cl
    -3, 4, -28, 3, 10, 8, -4, 0, 1
Cc1nn(-c2cccc(C(F)(F)F)c2)c(=O)c2noc(C)c12
    3, 3, 5, -5, 3, 5, 7, -5, 0

The list continues.
Screens in order – pPAFAH FP inh, LYPLA1 counter, PAFAH2 inh, PAD4 FP inh, GSTO1 inh, PAFAH1B3 FP inh, Fam108B inh, PME-1 primary, PAFAH1B2 FP inh
COc1ccccc1OCc1nc(Cc2ccc(Cl)cc2)no1
    -1, 1, 1, -3, -6, 6, 2, -1, 12
CCn1nnnc1NCc1ccc(OCc2c(F)cccc2Cl)c(OC)c1
    2, 0, -5, -2, 4, 2, -6, 3, -3
CC1(C)C(C=C(Cl)Cl)C1C(=O)NC(O)C(=O)c1ccccc1 (stereo not drawn)
    -3, -1, -2, -3, -2, 9, -3, 0, 2
CSCC[C@H](NC(=O)C1CCN(S(=O)(=O)c2ccc(C)cc2)CC1)C(=O)NCc1ccco1
    1, -2, -7, 2, -4, 0, -3, 1, 12
COc1ccc2oc(C(=O)OCC(=O)N(C)c3c(N)n(Cc4ccccc4)c(=O)[nH]c3=O)c(C)c2c1
    0, -1, -1, 3, -7, 3, 8, -5, 2
O=C(COC(=O)c1cccc(S(=O)(=O)N2CCOCC2)c1)Nc1nc(-c2ccccc2Cl)cs1
    5, -28, -40, -2, -1, -12, -20, -27, -11
Cc1ccc(NC(=S)N/N=C/c2ccc([N+](=O)[O-])s2)cc1
    9, -3, 5, -6, 7, 12, 10, 18, 2
Cc1nc(NC(C)c2ccccc2)c2c3c(sc2n1)CCC3 (stereo not drawn)
    7, -1, -7, 1, 0, 13, 0, -2, 4
N#C/C(=C\c1c[nH]c2ccccc12)C(=O)NC1CC1
    4, 1, 2, -2, 0, 7, -3, 2, 3
COC(=O)c1ccc(OCC(=O)c2ccc(C)c(C)c2)cc1
    -1, -1, -4, 1, -2, 5, -5, -6, -7
Cc1ccc(CC(SCc2ccccc2)C(=O)O)cc1C (stereo not drawn)
    1, 2, 12, -4, 7, 5, -2, -3, 18
COc1ccc(C(=O)NN=C2CCCC2)cc1OC
    8, 0, -4, -2, -3, 8, 0, 2, 2
COc1ccc(/C=C(\NC(=O)c2ccco2)C(=O)NC(Cc2ccccc2)C(=O)O)cc1 (stereo not drawn)
    1, -5, -11, -2, -5, 7, -1, -5, 2
O=C(NC(=S)NCCC1=CCCCC1)c1ccccc1Br
    13, -5, 10, -5, -4, 6, 6, -3, 11
Cc1cc(C)n(-c2nc3c(c(=O)n(C)c(=O)n3C)n2C)n1
    0, 2, 5, 1, 6, -2, -6, -2, 1
Fc1cccc2sc(N3CCCCC3)nc12
    -2, 5, -5, 1, 0, 7, 4, 1, 6
Cc1onc(-c2ccccc2)c1C(=O)Nc1ccc(N2CCOCC2)cc1
    -5, -1, 7, 1, 1, 4, 2, -3, -2
Cc1ccn2c(Nc3ccc4c(c3)OCO4)c(-c3ccccn3)nc2c1
    15, 2, 18, 3, 7, 14, 1, -3, 5
COC(=O)c1cc(NC(=O)CN(C)Cc2ccccc2)cc(C(=O)OC)c1
    -2, -1, 2, 1, 4, 0, 1, -5, 0
CCOC(=O)c1c(N)sc(C(=O)N2CCCC2)c1C
    2, 1, 7, 2, 0, 6, 2, 4, 1
C=CCC(c1ccccc1F)N(CCN1CCOCC1)C(=O)Nc1cccc(Cl)c1 (stereo not drawn)
    8, -4, -5, 4, 8, 8, 1, -5, -2
Cc1ccc(NC(=S)Nc2cccc(S(=O)(=O)Nc3c(C)n(C)n(-c4ccccc4)c3=O)c2)cc1
    -3, -2, -4, 5, -3, -1, 2, -3, -1
COc1cc([C@@H]2CC=C(C(=O)O)CN2S(=O)(=O)c2ccc(C)cc2)cc(OC)c1OC
    -5, -3, 10, -2, 6, 10, 1, -2, 0
CC(=O)O[C@@]1(C)C[C@@H](O)[C@]2(O)C=CO[C@@H](O[C@@H]3O[C@H](CO)[C@@H](O)[C@H](O)[C@H]3O)[C@@H]21
    0, 7, -9, 0, x, -8, x, 0, 8
O=C(NCCOc1cccc(Oc2ccccc2)c1)c1cc(-n2cnnc2)ccc1Cl
    6, -2, 2, -1, -6, 1, 0, 3, 6
COc1ccc(C(=O)NC(=S)SCC(=O)O)cc1
    -2, -3, -6, 0, -6, 6, -1, 7, 3
O=C(Nc1nnc(-c2ccco2)s1)C1CCN(S(=O)(=O)c2ccc(Cl)cc2)CC1
    4, -7, 13, -2, -3, -1, -3, 9, 24
O=C(CCSc1nc(-c2ccco2)cc(C(F)(F)F)n1)NCC1CCCO1 (stereo not drawn)
    5, 5, 6, 2, 0, 5, -3, 2, 0
O=C(Cn1cccn1)N1CCCC(N2CCN(c3ccccc3F)CC2)C1 (stereo not drawn)
    3, 3, -1, 2, 5, 2, 0, 0, 6
N#Cc1nc(-c2ccc(OCc3ccccc3Cl)cc2)oc1NCCCn1ccnc1
    -4, 3, x, 2, 8, x, 0, 1, x
CC(C)CCn1c(N2CCCC2)nc2c1c(=O)[nH]c(=O)n2C
    -1, -1, -2, -2, 7, 4, 1, -8, 5
COc1ccccc1-n1c(SCC(=O)N2CCOCC2)nc2cccnc21
    -1, -1, -4, -4, 1, 0, 5, 6, 4
CC(C)(C)n1nc2c(c1NC(=O)COc1ccc3ccccc3c1)CS(=O)C2 (stereo not drawn)
    4, 2, 5, 0, 22, -1, 0, -1, 1
Cc1ccccc1NC(=O)CCn1c(=O)oc2ccccc21
    0, 2, 11, 1, 5, 6, 8, -5, 2
Cc1nccn1-c1c([N+](=O)[O-])c(=O)n(C)c2ccccc12
    7, 1, -8, 4, 2, 10, 3, 1, -1
Cc1nc2ccc(C(=O)N/N=C/c3ccccc3O)cc2[nH]1
    3, -3, 11, 0, -1, 6, -1, -5, 6
Cc1cnc(C(=O)OCC(=O)N2CC(C)CC(C)C2)cn1 (stereo not drawn)
    -3, x, -3, 2, x, 3, x, x, 0
COc1ccc(CC(=O)OCC(=O)NC(=O)Nc2ccccc2F)cc1
    -1, -1, 11, 0, x, 4, x, -8, -2
CCc1ccccc1N1C(=O)CC(Sc2nccc(C)n2)C1=O (stereo not drawn)
    2, -3, 3, 1, 2, 6, 2, -4, 2
Cc1cc(=O)oc2ccc(OC(C)C(=O)O)cc12 (stereo not drawn)
    4, 5, 0, 3, 6, 3, 4, 1, 3
CCCc1nn(-c2cc(Cl)ccc2OC)c2c1C(=O)CCC2
    3, -3, 2, -2, -2, 4, -6, -5, 0
Nc1c(C(=O)Nn2cnnc2)cc([N+](=O)[O-])cc1[N+](=O)[O-]
    -1, 2, x, 4, 0, x, 3, 1, x
O=C(O)c1cn2c3c(ccc(Cl)c3c1=O)OCC2
    3, 0, -5, -1, 2, 5, 1, -1, -1
CNC(=S)Nc1ccc(Br)cc1
    1, 0, 0, -2, 1, 12, 3, -1, 2

These rows are one share of the data; the hit share may differ from the screen's.
